# D1 antag = human D1 dopamine receptor antagonism. P21728. HEK293 TREx D1 cells, calcium flux, dopamine EC80; active compounds read low. activity change, negative = inhibition, % at 10 µM. 3.2% of 360,000 active; in the data active means activity change below about -30%; further: on the % scale 0 is the no-effect control and ±100 the full control effect
# Target sequence (P21728 whole entry, looked up): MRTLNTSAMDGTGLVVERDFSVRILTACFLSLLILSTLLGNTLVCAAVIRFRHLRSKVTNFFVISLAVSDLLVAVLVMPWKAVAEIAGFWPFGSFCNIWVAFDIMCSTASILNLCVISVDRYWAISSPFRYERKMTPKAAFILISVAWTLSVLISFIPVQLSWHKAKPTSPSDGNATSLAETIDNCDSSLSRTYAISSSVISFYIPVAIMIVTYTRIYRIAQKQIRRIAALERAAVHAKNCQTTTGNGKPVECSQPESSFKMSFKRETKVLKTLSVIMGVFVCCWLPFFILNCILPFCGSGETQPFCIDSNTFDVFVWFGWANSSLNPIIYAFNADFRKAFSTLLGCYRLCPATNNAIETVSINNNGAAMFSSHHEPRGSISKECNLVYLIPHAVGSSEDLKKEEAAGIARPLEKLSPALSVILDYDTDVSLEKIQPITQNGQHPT
#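 Allosteric or orthosteric antagonism assessed as attenuation of the calcium response to EC80 dopamine, added 180 s after compound, in induced HEK293 Trex D1 cells loaded with no-wash calcium dye.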
# D2 agonist = agonists of human D2 dopamine receptor. activation, % at 2 µM. HEK293 T-REx D2 cells, calcium flux agonist mode. P14416. 0.53% of 340,000 active;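 active means activation over 3 SD above normal in the single-dose calcium agonist read, cut at about 30% in these data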; further: 0% is about no effect
#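 Tetracycline-induced HEK293 T-REx cells with force-coupled D2 receptor, plated overnight at 30 C, loaded with no-wash calcium dye. After a 10 s baseline, compound was pin-added and calcium flux read kinetically for 180 s; calcium rises flagged agonists.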
# D1 ag = human D1 receptor agonism. HEK293 T-REx D1 cells, calcium flux, agonist mode. activation, % at 2 µM. 1% of 360,000 active. AID 504660; further: 0% is about no effect
#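 Tetracycline-induced HEK293 TREx D1 cells, force-coupled to calcium signalling, were dye-loaded with a no-wash calcium kit. Compound was pin-added after a 10 s baseline. Fluorescence was read kinetically at 1 cycle/s for 180 s, with calcium rises flagged as agonism.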
# D2 PAM = positively modulates the human D2 dopamine receptor allosterically; potentiation, % at 10 µM; 0.34% of 340,000 active; P14416; HEK293 T-REx D2, calcium flux, EC20 dopamine potentiation; AID 485347;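 active means potentiation over 3 SD above the plate norm, cut at about 30% in these data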; further: 0% is about no effect
#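 Tetracycline-induced HEK293 T-REx cells force-coupled to calcium signalling expressed D2; compounds were pin-added after a 10 s baseline, read kinetically 180 s, then an EC20 dopamine challenge followed with a further 180 s calcium read.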
# RXFP1 antag = blocks the human relaxin receptor RXFP1; 0.59% of 350,000 active; AID 1259400; Q9HBX9; HEK293-RXFP1, relaxin-stimulated cAMP HTRF, 30 min; active compounds read low; activity change, negative = inhibition, % at 57.5 µM;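 active means activity change of -60% or lower, but not beyond a set lower limit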; further: on the % scale 0 is the no-effect control and ±100 the full control effect
# TRHR agonist = activates the human TRH receptor; P34981; TRHR cells, calcium flux fluo-8, FDSS agonist mode; 0.18% of 360,000 active; activation, % at 2 µM; further: 0% is about no effect
# Target sequence (P34981 whole entry, looked up): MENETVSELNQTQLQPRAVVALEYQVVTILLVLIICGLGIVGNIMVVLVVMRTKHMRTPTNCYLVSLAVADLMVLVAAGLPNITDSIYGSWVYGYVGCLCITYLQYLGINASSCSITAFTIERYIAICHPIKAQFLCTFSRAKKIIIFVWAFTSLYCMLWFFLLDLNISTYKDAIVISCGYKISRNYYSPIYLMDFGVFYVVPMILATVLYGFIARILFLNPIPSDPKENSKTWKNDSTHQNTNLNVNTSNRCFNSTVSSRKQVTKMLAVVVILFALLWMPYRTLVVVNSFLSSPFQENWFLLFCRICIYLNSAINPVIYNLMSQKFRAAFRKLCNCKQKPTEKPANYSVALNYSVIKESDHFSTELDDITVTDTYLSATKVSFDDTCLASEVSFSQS
#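 Agonist-mode FDSS calcium read (Ex 480/Em 530, 1 s cycles) in 1536-well TRHR cells with fluo-8 dye, after 10-cycle baseline and 23 nL compound addition; TRH at EC20 (10 nM final) added afterwards for the enhancer phase.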
# TRHR PAM = TRH receptor (human) allosteric enhancement; P34981; TRHR cells, fluo-8 calcium fluorescence, EC20 TRH enhancement; enhancement, % at 2 µM; 0.66% of 360,000 active; AID 493056; in the data active means enhancement above about 30%; further: 0% is about no effect
#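 Enhancer read-out: after compound pinning and an initial kinetic agonist-mode read, an EC20 of TRH (10 nM final) was injected and fluo-8 calcium signal (Ex 480/Em 530) followed at 1 s/cycle for 100 cycles in TRHR-expressing cells.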
# D2 antag = D2 dopamine receptor (human) antagonism; inhibition, % at 10 µM; P14416; HEK293 TREx D2 cells, calcium flux, dopamine EC80; 2% of 340,000 active; in the data active means inhibition above about 30%; further: 0% is about no effect
#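 Tetracycline-induced HEK293 T-REx cells expressing D2 force-coupled to calcium signalling were dye-loaded, exposed to compound for 180 s, then challenged with an EC80 of dopamine; calcium flux was followed kinetically for a further 180 s.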
# D1 PAM = human D1 dopamine receptor positive modulation | potentiation, % at 10 µM | P21728 | HEK293 TREx D1 cells, calcium flux, dopamine EC20 potentiation | 0.036% of 360,000 active; in the data active means potentiation above about 30%; further: 0% is about no effect
# Active calls of the source: *; . = not tested or not shown; & = joins results of further samples; ! = not confirmed by another sample. Unless noted, no stated cut-off is given here; in the data, active means activation above about 30%; inactive means the rest.
SMILES,D1 antag,D2 agonist,D1 ag,D2 PAM,RXFP1 antag,TRHR agonist,TRHR PAM,D2 antag,D1 PAM
O=C(Nc1cccc(C(F)(F)F)c1)c1ccccc1NC(=O)C1CCCCC1,-4,-0.1,6,3,-3,0.4,-6,-7,-11
CCN(CC)CCCNC(=O)CCn1nc(-c2ccc(Cl)cc2)ccc1=O,-7,0.1,3,10,0,-0.5,2,2,-4
Cc1cccc(C)c1N(CC(=O)NCc1ccccc1)C(=O)c1csnn1,-14,1.4,-3,8,-7,0.9,-1,-4,-2
COc1ccc(CCC(=O)OCC(=O)Nc2ccc(C)c(S(=O)(=O)N(C)C)c2)cc1,-8,-1.9,11,18,-6,0.1,-1,-2,-4
O=C(CN1C(=O)C2CC=CCC2C1=O)Nc1nc(-c2ccc(F)cc2)cs1 (configuration not stated),-46*,-1.4,5,16,-84*,0.5,5,15,0
CCOc1ccc(NC(=O)Nc2c(C)n(C)n(-c3ccccc3)c2=O)cc1,11&5,0.4,1&-2,-4&5,-9,0.8&0.8,8&-4,-12,-4&-1
Cc1ccc(Nc2nc(N)c([N+](=O)[O-])c(N3CCCC(C)C3)n2)cc1C (configuration not stated),-1,0.3,6,1,0,0.6,-5,9,5
Cn1nnnc1Sc1ncnc2scc(-c3cc4ccccc4o3)c12,-44*!,-0.6,3&0,-5,.,0.7&-0.2,-3&-1,2,-6&-10
COc1cccc(NC(=O)CN(C)C(=O)c2ccccc2OCC(=O)Nc2cccc(C(F)(F)F)c2)c1,3,1.2,0,1,7,0.2,5,4,-2
C/C(=N\Nc1ccc(Cl)c(C(=O)O)c1)c1cccs1,21,-1.2,4,-1,13,-0.9,-6,8,1
Brc1ccc(-c2noc(COc3ccc4ccccc4c3)n2)o1,-52*,-0.5,27,15,.,-0.3,15,-10,-7
CCc1cccc(C)c1N=Cc1c(O)c2ccccc2oc1=O,-3,-1.3,1,-3,-15,-0.2,-7,5,-3
Cc1sc2ncn(CC(=O)NCC(=O)N(C)Cc3ccccc3)c(=O)c2c1C,-5,0.3,1,-4,0,-0.6,7,-17,0
Cc1ccnc(NC(=O)CCC(=O)N(Cc2ccco2)C(C(=O)NC(C)C)c2ccc(F)cc2)c1 (configuration not stated),0,0.1,3,13,5,0.0,43*,-10,0
CCCCCCCn1c(C)nnc1-c1cnn(C)c1N,0,1.4,2,-6,6,0.3,4,15,-4
COC(=O)c1cc(-c2ccc(OC)cc2)n[nH]1,0,-0.4,2,-6,5,-0.2,-10,-3,3
O=C(COC(=O)C1CCCCC1C(=O)N1CCc2ccccc21)NCc1ccco1 (configuration not stated),7,0.7,3,-8,-3,-2.5,-3,-10,-7
CCOC(=O)c1c(C)n(C)c2ccc(OCC(O)CN3CCN(C)CC3)cc12 (configuration not stated),-1,0.1,2,3,.,-0.2,0,-1,3
O=C(N/N=C/c1ccccc1OC(F)F)C1=COCCO1,0,0.6,3,-3,-6,0.0,-2,33*,1
Cc1cc(C)n2nc(SCC(=O)c3ccccc3)nc2n1,-23,0.8,1,2,1,-0.4,1,0,0
CCOC(=O)c1ccc(NC(=O)CC2C(=O)N(c3cccc(OC)c3)C(=O)N2Cc2cccnc2)cc1 (configuration not stated),-13,-0.2,2,-3,5,-0.1,6,.,-3
COc1ccccc1C(=O)Oc1c(Sc2ccccc2)c(C)nn1-c1ccccc1,-15,0.4,3,1,.,0.5,-6,.,-1
CCc1ccc(Nc2cc(C)nc3nc(Cc4ccc(Cl)cc4)nn23)cc1,6,1.3,4,-6,.,-1.3,-7,.,0
Oc1ccc(/C=N/Nc2ccc(Cl)nn2)cc1O,1,-0.1,5,-2,5,0.4,7,15,3
C/C=C/c1ccc(OCC(=O)NCc2ccccc2OC)c(OC)c1,-2,-0.7,2,-3,5,0.4,2,3,-10
COC(=O)C(NC(=O)c1ccc(Cl)cc1)(Nc1nc(C)cs1)C(F)(F)F (configuration not stated),3,-0.5,1,12,0,-0.1,-5,-23,-3
Cc1ccc(CNC(=O)C(=O)c2cn(CC(=O)N3CCOCC3)c3ccccc23)cc1,13,1.1,0,-7,-8,-0.6,-2,9,-2
Cc1ccc(OCc2nnc(SCC(=O)c3ccccc3)n2Cc2ccco2)cc1,-3,0.9,14,1,-4,0.9,1,3,-6
Cc1[nH]c2ccc(C(=O)OC(C)C(=O)N(C)C3CCCCC3)cc2c1C (configuration not stated),-4,0.2,1,17,-8,-0.3,-3,-8,-7
O=C(Nc1c(C(=O)O)[nH]c2ccccc12)NC1CCCCC1,-23,-1.7,-1,-6,-10,-1.2,8,-10,3
CN1CCN(C2OC(=O)c3ccccc32)CC1 (configuration not stated),-8,-0.2,4,-3,20,0.5,1,-3,-4
COc1cnc(N(C)C)nc1Sc1cccc(Cl)c1,1,0.2,1,6,-12,0.0,-1,11,6
Nc1cccc2c1C(=O)N(C(=O)c1cccc(S(=O)(=O)N3CCCCCC3)c1)C2=O,-15,-0.9,5,11,10,-0.9,-3,9,-5
O=c1[nH]c2ccccc2c(=O)n1Cc1ccco1,-5,-1.0,2,-6,5,0.3,0,-7,-3
COc1ccc(NC(=O)C/C(C)=N/NC(=O)C(=O)Nc2cccc(Cl)c2C)c(OC)c1,4,-1.4,-3,9,8,-0.4,10,6,-7
COc1ccc(NC(=O)c2cc3c(=O)[nH]c4ccccc4c3n2C)cc1Cl,-4,0.8,-2,8,.,-0.6,-2,.,4
NC(=O)CC(NC(=O)Cc1cccc2ccccc12)c1ccc(NCCCN2CCCC2=O)c([N+](=O)[O-])c1 (configuration not stated),6,1.0,0,1,.,-0.3,4,-14,2
O=C(Cn1c(=O)oc2cc(S(=O)(=O)N3CCCC3)ccc21)NC1CCCc2ccccc21 (configuration not stated),-26,.,1,.,.,1.1,-8,.,-5
COc1cc2nc(Cl)nc(N3CCCCC3)c2cc1OC,8,.,2,.,13,0.2,0,.,-6
COc1cccc(/C=C2\SC(=S)N(CCCC(=O)Nc3ccc(C(=O)O)cc3)C2=O)c1,6,-0.3,2,18,-7,0.9,12,-3,-3

# 7 entries from above, reformatted:
Compound | D1 antag | D2 agonist | D1 ag | D2 PAM | RXFP1 antag | TRHR agonist | TRHR PAM | D2 antag | D1 PAM
CCc1ccc(Nc2cc(C)nc3nc(Cc4ccc(Cl)cc4)nn23)cc1 | 6 | 1.3 | 4 | -6 | . | -1.3 | -7 | . | 0
Oc1ccc(/C=N/Nc2ccc(Cl)nn2)cc1O | 1 | -0.1 | 5 | -2 | 5 | 0.4 | 7 | 15 | 3
C/C=C/c1ccc(OCC(=O)NCc2ccccc2OC)c(OC)c1 | -2 | -0.7 | 2 | -3 | 5 | 0.4 | 2 | 3 | -10
COC(=O)C(NC(=O)c1ccc(Cl)cc1)(Nc1nc(C)cs1)C(F)(F)F (configuration not stated) | 3 | -0.5 | 1 | 12 | 0 | -0.1 | -5 | -23 | -3
Cc1ccc(CNC(=O)C(=O)c2cn(CC(=O)N3CCOCC3)c3ccccc23)cc1 | 13 | 1.1 | 0 | -7 | -8 | -0.6 | -2 | 9 | -2
Cc1ccc(OCc2nnc(SCC(=O)c3ccccc3)n2Cc2ccco2)cc1 | -3 | 0.9 | 14 | 1 | -4 | 0.9 | 1 | 3 | -6
Cc1[nH]c2ccc(C(=O)OC(C)C(=O)N(C)C3CCCCC3)cc2c1C (configuration not stated) | -4 | 0.2 | 1 | 17 | -8 | -0.3 | -3 | -8 | -7

# Next section.
SMILES,D1 antag,D2 agonist,D1 ag,D2 PAM,RXFP1 antag,TRHR agonist,TRHR PAM,D2 antag,D1 PAM
CCC1(CC)NC(=O)N(CC(=O)OC(C)C(=O)Nc2ccccc2OC)C1=O (configuration not stated),11,0.6,0,-7,-15,-0.3,3,1,0
Cc1cc(F)ccc1NC(=O)C1CCCO1 (configuration not stated),-29,-0.4,-1,2,2,0.5,0,4,-3
O=C(COC(=O)c1ccc(Br)o1)NCCCc1ccccc1,6,-1.3,1,-4,-6,-0.6,-3,-1,5
O=C1CS/C(=N/N=C/c2ccccc2)N1Cc1ccco1,-14,0.3,7,-5,-14,0.3,-1,-10,-2
COc1ccc(C(=O)NC(C(=O)NCC(=O)Nc2c(C)cccc2C)C(C)C)cc1 (configuration not stated),-19,0.5,1,7,-6,0.3,-4,2,-4
COc1ccc(C(c2sc3ncnn3c2O)N2CCN(c3ccccc3F)CC2)cc1OC (configuration not stated),1,2.8,2,-1,-3,-0.6,7,-6,-3
CC12C(=O)N(c3ccc(C(=O)N4CCOCC4)cc3)C(=O)C1C1c3ccccc3C2c2ccccc21 (configuration not stated),12,0.9,10,-1,.,0.7,-2,-3,-1
CC(=O)Nc1nnc(-c2ccc(Cl)s2)o1,-12,-0.8,-2,4,.,0.2,2,18,10
COc1cc(/C=N/Nc2snc(SC)c2C#N)ccc1O,3,-0.9,5,3,4,0.4,-4,-16,-5
Cc1noc(C)c1CSCC(=O)OCC(=O)N1CC(=O)Nc2ccccc21,-10,-0.1,3,3,-1,0.1,-6,-10,-6
COc1ccccc1/C=C/C(=O)NC(=S)N1CCOCC1,0,0.1,2,9,-12,-0.9,12,5,1
O=C(NCc1cccnc1)C(=O)NCC(c1ccco1)N1CCOCC1 (configuration not stated),-27,-1.1,4,5,17,0.1,-3,-6,-5
COc1ccccc1N(/N=C1\Sc2ccccc2C1=O)C(C)=O,1,2.2,2,-6,-4,0.2,2,-10,5
COc1ccccc1CNC(=O)C1(C)Oc2cccnc2NC1=O (configuration not stated),7,2.3,0,15,-3,0.0,-1,15,-2
Cc1cccc(N2CCN(C(=O)CN3C(=O)COc4ccc(S(=O)(=O)N5CCCCCC5)cc43)CC2)c1C,24,3.6,5,12,.,0.9,6,.,7
